From PubChem
Bfl-1 inhibitors: Bfl-1 inhibitors, primary screen, biochemical, fluorescence polarization, FITC-Bid, mouse (AID 432); FITC-Bid BH3 peptide fluorescence polarization displacement; higher % means a stronger effect; displacement, % at 20 µM; hits with a dose series show IC50 in µM; actives 0.02% (n = 64,000); in the data active means a potency from the dose series; inactive means the rest, 99 in 100 with displacement below about 15%; further: strong numbers were not always called active
HPDE-C7 viability: cytotoxicity in HPDE-C7 cells, cell-based, fluorescence, HTS (AID 430); HPDE-C7 pancreatic duct cells viability, fluorescence; higher % means a stronger effect; one-dose cytotoxicity, % at 10 µM; EC50 in µM for titrated hits; actives 1.8% (n = 63,000);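 further: cells exposed to compound for 48 hours before viability readout; 0% = vehicle and 100% = reference cytotoxic drug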
HT1080 viability: HT1080 cell viability loss – fluorescence readout (AID 620); HT1080 viability, fluorescence; higher % means a stronger effect; one-dose cytotoxicity, % at 10 µM; EC50 in µM for titrated hits; actives 0.42% (n = 87,000);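 further: cells exposed to compound overnight then 4 h with Alamar Blue; 0% = vehicle DMSO and 100% = killing control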
DPM-DC inhibit: blocks S. pneumoniae diphosphomevalonate decarboxylase; purified DPM-DC, PK/LDH coupled NADH fluorescence; calls only at 10 µM; actives 0.49% (n = 65,000);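 active means the 320 compounds with the highest percent inhibition in the single-dose primary screen, excluding strongly autofluorescent ones, cut at about 32% in these data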;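 further: kinetic rate of NADH fluorescence loss reporting ADP formed by the decarboxylase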
TNAP inhibition: inhibition of tissue-nonspecific alkaline phosphatase – biochemical, luminescent (AID 518); one-dose inhibition, % at 20 µM; IC50 in µM for titrated hits; purified TNAP enzyme, luminescent substrate readout; higher % means a stronger effect; actives 0.09% (n = 64,000); in the data active means a potency from the dose series; inactive means the rest, 99 in 100 with inhibition below about 22%;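 further: plate controls were vehicle for no effect and reference inhibitor for full effect; many of its hits are not listed in these tables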
PMK inhibit: inhibitors of Streptococcus pneumoniae phosphomevalonate kinase; purified PMK, PK/LDH-coupled NADH absorbance 340 nm; inhibition, % at 10 µM; actives 0.49% (n = 65,000);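 active means top-ranked compounds by inhibition in the single 10 µM screen, taking a fixed number of the strongest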;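 further: 0% = full reaction with DMSO carrier and 100% = background rate without enzyme reaction; no value below 0 was filed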
HPDE-C7K KRASV12: cytotoxicity in KRAS-transformed pancreatic duct cells, primary screen, cell-based, fluorescence, HTS (AID 431); HPDE-C7K KRASV12 cells, Alamar Blue viability, 48 h; higher % means a stronger effect; cytotoxicity, % at 10 µM; hits with a dose series show EC50 in µM; actives 1.7% (n = 63,000);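 active means compounds whose percent cytotoxicity in the single-dose primary screen, scaled between solvent and toxic-drug controls, exceeds 50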;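 further: 0% = DMSO solvent wells and 100% = doxorubicin-treated wells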
LYP inhibition: LYP phosphatase inhibitors, primary screen, biochemical, DiFMUP fluorescence, recombinant catalytic domain, 10 µM (AID 606); inhibition, % at 10 µM, or IC50 in µM where a hit was titrated; recombinant LYP catalytic domain, DiFMUP fluorescence; higher % means a stronger effect; 52,000 tested, under 10 active;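 active means IC50 under 40 µM in the dose-response test; inactive means IC50 of 40 µM or more, or never dose-tested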
Spn MK inh: inhibitors of Streptococcus pneumoniae mevalonate kinase | purified MK, PK/LDH-coupled NADH absorbance 340 nm | inhibition, % at 10 µM | actives 0.48% (n = 65,000);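 active means ranked among the strongest by inhibition in the single 10 µM screen, a fixed top-ranked set picked for dose follow-up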; further: no value below 0 was filed
PMK inhibit pilot replicates: second read-out of PMK inhibit, no call of its own (marks repeat the call); inhibition, %; measured here: pilot screen replicates
Spn MK inh pilot replicates: recorded beside Spn MK inh, whose call it bears; inhibition, %; measured here: pilot screen replicates
DPM-DC inhibit pilot screen %: second read-out of DPM-DC inhibit, no call of its own (marks repeat the call); inhibition, %; measured here: pilot screen trials
The depositor's hits bear a star; i = inactive; · = not tested or not shown. Unless noted, no stated cut-off is given here; in the data, active means cytotoxicity above about 50%; inactive means the rest.

SMILES	Bfl-1 inhibitors	HPDE-C7 viability	HT1080 viability	DPM-DC inhibit	TNAP inhibition	PMK inhibit	HPDE-C7K KRASV12	LYP inhibition	Spn MK inh	others
O=c1c(O)c(-c2ccc3c(c2)OCO3)oc2ccccc12	7%	-16%	·	i	24%	13	-38%	2%	1
CN(C)S(=O)(=O)c1cccc(-c2nnc(SCc3cc(Cl)cc4c3OCOC4)n2N)c1	3%	-9%	1%	i	1%	6	-23%	-10%	6
CCCN(CCC)CCCNC(=O)CS(=O)Cc1nc(-c2ccc(OC)c(OC)c2)oc1C (configuration not stated)	-10%	-8%	14%	i	1%	7	8%	·	2
O=C(Cn1nnc(-c2ccccc2F)n1)Nc1ccc(C(=O)N2CCOCC2)cc1	-1%	-8%	2%	i	3%	4	-4%	17%	4
CCCCC(=O)NC(Nc1ccc(C)cn1)(C(=O)OCC)C(F)(F)F (configuration not stated)	14%	2%	4%	i	0%	5	6%	13%	0
COc1ccc(C(c2nnnn2C2CCCCC2)N2CCN(c3ccccc3F)CC2)cc1 (configuration not stated)	0%	-3%	1%	i	5%	3	-13%	·	7
CC(=O)Nc1ccc(S(=O)(=O)Nc2nc3ccccc3nc2Sc2nncn2C)cc1	18%	-20%	-8%	i	7%	1	1%	0%	7
COc1ccc(OCC(=O)Nc2cccc3cccnc23)cc1	-5%	-48%	4%	i	-2%	0	-20%	·	10
COCCn1nnnc1C(c1cc2cc(C)ccc2[nH]c1=O)N1CCCCCC1 (configuration not stated)	0%	-14%	1%	i	2%	13	-20%	·	9
COc1cccc(C(=O)NCC(=O)N2CCC(C)CC2)c1	-11%	-5%	7%	i	2%	0	6%	4%	8

Taken from the entries so far, three compounds:
SMILES	Bfl-1 inhibitors	HPDE-C7 viability	HT1080 viability	DPM-DC inhibit	TNAP inhibition	PMK inhibit	HPDE-C7K KRASV12	LYP inhibition	Spn MK inh	others
COc1ccc(OCC(=O)Nc2cccc3cccnc23)cc1	-5%	-48%	4%	i	-2%	0	-20%	·	10
COCCn1nnnc1C(c1cc2cc(C)ccc2[nH]c1=O)N1CCCCCC1 (configuration not stated)	0%	-14%	1%	i	2%	13	-20%	·	9
COc1cccc(C(=O)NCC(=O)N2CCC(C)CC2)c1	-11%	-5%	7%	i	2%	0	6%	4%	8

Continued:
SMILES	Bfl-1 inhibitors	HPDE-C7 viability	HT1080 viability	DPM-DC inhibit	TNAP inhibition	PMK inhibit	HPDE-C7K KRASV12	LYP inhibition	Spn MK inh	others
C/C(=N\O)c1ccc2c3c([nH]c2c1)CCCC3	19%	-8%	8%	i	3%	0	11%	·	0	PMK inhibit pilot replicates=6.5;Spn MK inh pilot replicates=5.0;DPM-DC inhibit pilot screen %=18
Cc1c(Nc2nc3ccccc3nc2NS(=O)(=O)c2ccccc2)c(=O)n(-c2ccccc2)n1C	10%	-1%	7%	i	6%	0	1%	8%	11
CN1C(=O)C(O)(CC(=O)c2ccc3c(c2)OCO3)c2ccccc21 (configuration not stated)	4%	-28%	-41%	i	9%	3	-35%	1%	8	PMK inhibit pilot replicates=1.5;Spn MK inh pilot replicates=0.0;DPM-DC inhibit pilot screen %=0.5
CCCCOc1ccccc1C1NC(=O)NC(C)=C1C(=O)OCc1ccco1 (configuration not stated)	-7%	4%	-2%	i	-3%	8	5%	·	6
O=C(NCCCN1CCOCC1)c1cc2ccccc2oc1=O	-7%	3%	-2%	i	12%	14	-8%	-6%	4
CC(C)(NO)/C(=N/O)c1ccc(Br)cc1	3%	-7%	-2%	i	-5%	0	-4%	14%	4
COc1cc2c(cc1OC)C(c1ccccc1)N(C(=O)c1ccco1)CC2 (configuration not stated)	-2%	-3%	-12%	i	3%	13	6%	-10%	7
O=C(NC1CCCCCC1)C1C2C=CC3(CN(Cc4cccnc4)C(=O)C13)O2 (configuration not stated)	2%	1%	6%	i	-5%	2	-1%	19%	1
CCOC(=O)C1=C(C)S/C(=C\N(C)C)C1=O	-8%	4%	-4%	i	7%	3	-10%	·	6
COc1ccc(C)cc1NC(=O)C1CCCN1C(=O)OCc1ccccc1 (configuration not stated)	·	·	-2%	i	·	13	·	9%	0
Cc1cc(NC(=O)CN2CCC(O)(c3cccc(F)c3)CC2)no1	6%	8%	-6%	i	16%	9	17%	-9%	0	PMK inhibit pilot replicates=0.0;Spn MK inh pilot replicates=0.5;DPM-DC inhibit pilot screen %=0.0
CCCOC(=O)CCNc1n[nH]c(=O)[nH]c1=O	-3%	4%	-2%	i	8%	6	-4%	-1%	0
COc1ccc(-c2nnc(CSc3nnc(-c4ccncc4)n3C3CCCCC3)o2)cc1OC	-8%	-14%	11%	i	6%	13	-5%	-8%	1
Cn1c(=O)oc2cc(S(=O)(=O)NCCC(=O)N3CCc4ccccc43)ccc21	-32%	-18%	-3%	i	5%	8	-17%	6%	0
CCC(C)NC(=O)CSc1nnc(-c2ccc(C(C)(C)C)cc2)n1C (configuration not stated)	-2%	-3%	-2%	i	2%	12	6%	7%	0
CCOC(=O)c1cccc(NC(=O)CNS(=O)(=O)c2cccs2)c1	3%	11%	0%	i	24%	0	8%	7%	3	PMK inhibit pilot replicates=0.0;Spn MK inh pilot replicates=0.0;DPM-DC inhibit pilot screen %=0.0
CCN(CC)c1ccc(C2C(C(=O)OC)=C(C)NC(C)=C2C(=O)OC)cc1	3%	-6%	-6%	i	10%	10	-3%	·	8
CCCOc1ccc(/C(O)=C2\C(=O)C(=O)N(CCCN(C)C)C23C(=O)N(C)c2ccccc23)cc1 (configuration not stated)	-3%	-18%	-8%	i	6%	4	-6%	5%	8
O=C(CCN1C(=O)C2CC=CCC2C1=O)N1CCN(c2ccccn2)CC1 (configuration not stated)	-3%	-3%	1%	i	2%	22	5%	2%	2
O=c1c2ccccc2nc2n1CCCS2	-3%	-6%	-1%	i	4%	1	0%	·	0

Two records picked at random from those above, as already listed:
SMILES	Bfl-1 inhibitors	HPDE-C7 viability	HT1080 viability	DPM-DC inhibit	TNAP inhibition	PMK inhibit	HPDE-C7K KRASV12	LYP inhibition	Spn MK inh	others
CCCOC(=O)CCNc1n[nH]c(=O)[nH]c1=O	-3%	4%	-2%	i	8%	6	-4%	-1%	0
CCCOc1ccc(/C(O)=C2\C(=O)C(=O)N(CCCN(C)C)C23C(=O)N(C)c2ccccc23)cc1 (configuration not stated)	-3%	-18%	-8%	i	6%	4	-6%	5%	8

Carrying on:
SMILES	Bfl-1 inhibitors	HPDE-C7 viability	HT1080 viability	DPM-DC inhibit	TNAP inhibition	PMK inhibit	HPDE-C7K KRASV12	LYP inhibition	Spn MK inh	others
COc1ccc(CN2CCNC(=O)C2CC(=O)O)cc1OC (configuration not stated)	-4%	-13%	2%	i	8%	12	-5%	1%	1
CCOC(=O)Cn1nnnc1C(C(C)C)N(Cc1cc2c(C)cc(C)cc2[nH]c1=O)C1CCCC1 (configuration not stated)	-2%	28%	-1%	i	25%	1	42%	-19%	7	PMK inhibit pilot replicates=6.0;Spn MK inh pilot replicates=0.0;DPM-DC inhibit pilot screen %=6.0
Cc1noc(C)c1CSCC(=O)OCC(=O)NC1CCCCC1	-5%	-50%	-2%	i	1%	4	-24%	9%	2
Cc1oc(C(=O)O)cc1CSCc1cc(C(=O)O)c(C)o1	10%	-18%	18%	i	18%	0	-11%	·	0	PMK inhibit pilot replicates=6.0;Spn MK inh pilot replicates=1.0;DPM-DC inhibit pilot screen %=3.5
CN(C)c1nc(N2CCOCC2)nc(N(c2ccccc2)c2ccccc2)n1	0%	-22%	-7%	i	2%	12	-13%	·	12
CC(C)(C)NS(=O)(=O)c1ccc(CCC(=O)O)cc1	-2%	6%	-6%	i	6%	8	8%	-5%	11	PMK inhibit pilot replicates=0.0;Spn MK inh pilot replicates=0.0;DPM-DC inhibit pilot screen %=0.0
CCCn1nnnc1SCC(=O)Nc1ccc(F)cc1	4%	-1%	4%	i	5%	3	-4%	-10%	7
Cc1ccc(C)c(Cn2c(=O)n(CCC(=O)NCc3ccco3)c(=O)c3ccccc32)c1	6%	-14%	-1%	i	7%	19	3%	10%	0
O=C(c1ccc(Cl)c(Cl)c1)N1CCOCC1	-1%	11%	8%	i	14%	11	8%	-17%	8	PMK inhibit pilot replicates=3.5;Spn MK inh pilot replicates=0.0;DPM-DC inhibit pilot screen %=0.0
Cc1ccc(-n2nc(-c3cccnc3)cc2C(=O)N2CCOCC2)c(C)c1	-3%	-10%	7%	i	10%	0	0%	4%	0

Next part, overlapping the part above by 2 compounds.
SMILES	Bfl-1 inhibitors	HPDE-C7 viability	HT1080 viability	DPM-DC inhibit	TNAP inhibition	PMK inhibit	HPDE-C7K KRASV12	LYP inhibition	Spn MK inh	others
O=C(c1ccc(Cl)c(Cl)c1)N1CCOCC1	-1%	11%	8%	i	14%	11	8%	-17%	8	PMK inhibit pilot replicates=3.5;Spn MK inh pilot replicates=0.0;DPM-DC inhibit pilot screen %=0.0
Cc1ccc(-n2nc(-c3cccnc3)cc2C(=O)N2CCOCC2)c(C)c1	-3%	-10%	7%	i	10%	0	0%	4%	0
COc1ccc(C2CC(c3ccccc3)Nc3ncnn32)cc1 (configuration not stated)	0%	-15%	7%	i	1%	2	-5%	11%	9
Cc1ccc(-c2nc(-c3cccnc3)no2)c(C)c1	-2%	-21%	-1%	i	15%	12	15%	-3%	19	PMK inhibit pilot replicates=0.5;Spn MK inh pilot replicates=0.0;DPM-DC inhibit pilot screen %=0.0
Cc1cc(=O)oc2ccc(OCC(=O)N3CCc4ccccc43)cc12	-4%	-6%	-2%	i	15%	3	-6%	0%	0
COc1cc(OC)c(NC(=O)c2ccco2)cc1Cl	-2%	5%	6%	i	18%	5	16%	-1%	9	PMK inhibit pilot replicates=4.0;Spn MK inh pilot replicates=0.0;DPM-DC inhibit pilot screen %=1.0
CCN1CCN(C(=O)c2cn(CCOC)c(=O)c3c2c2ccccc2n3C)CC1	12%	-4%	-4%	i	9%	11	2%	·	0	PMK inhibit pilot replicates=4.0;Spn MK inh pilot replicates=0.0;DPM-DC inhibit pilot screen %=18
COc1ccc(Cl)c(NC(=O)Cn2nnc(-c3ccccc3N)n2)c1	3%	7%	-16%	i	15%	10	1%	9%	0
CCCCCOc1ccc(C(=O)N(Cc2ccco2)C2CCS(=O)(=O)C2)cc1 (configuration not stated)	-8%	8%	-5%	i	-6%	5	5%	17%	2
COc1ccc(-c2cc(C(=O)NCc3ccccc3)no2)cc1OC	-5%	-6%	0%	i	12%	12	-7%	-1%	1
Cc1sc(NC(=O)c2cccs2)nc1-c1ccccc1	-6%	-10%	-6%	i	7%	10	-8%	·	9
Cc1cc(C(=O)NCc2ccccc2F)cs1	2%	3%	-1%	i	-6%	7	3%	·	4
CC1Cc2ccccc2N1C(=O)c1ccc2c(c1)nnn2C (configuration not stated)	-6%	-6%	1%	i	10%	3	0%	10%	4
